# Screening data: PubChem, NMMLSC
# Myeloid diff MLP – induction of myeloid progenitor differentiation, primary screen, cell-based, flow cytometry, MLPCN library. calls only at 10 µM. AID 624256, 2012. hit rate 1% among 360,000. ER-HoxA9 myeloid progenitors, lysozyme-GFP differentiation;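 active means normalized GFP-positive differentiation at or above the plate's own cutoff, the solvent-only control mean plus 3 SD; inconclusive means no clear call, values can overlap the other calls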;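 further: cells exposed to compound for four days before flow analysis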
# Myeloid diff MLP GFP+ MAC1+ % – also measured in Myeloid diff MLP; calls as there; GFP+ MAC1+ double positive, %; measured here: differentiation confirmed by MAC1 staining
# Starred values were filed as active, the others as inactive; i = inactive; u = inconclusive; x = no result given; + = active, no number.
mol	Myeloid diff MLP	Myeloid diff MLP GFP+ MAC1+ %
O=C1C[C@@H]2C(=O)N(c3ccccc3)C(=O)[C@@H]2[C@@H]2CN(S(=O)(=O)c3ccccc3)[C@@H](c3ccccc3)[C@H]12	i	1.6
CCC(=O)N1CCC1(C)C(=O)Nc1cccc(OC)c1 (stereo not drawn)	i	1.3
CCOC(=O)C1(C)CCCN(C(=O)c2ccc(C)c(F)c2)C1 (stereo not drawn)	i	0.5
CC(=O)N(O)c1ccc(C=Cc2ccccc2)cc1	u	x
O=c1[nH]nnc2c1cnn2-c1ccccc1	i	1.4
CN1CCN(c2ccc(CNC(=O)c3ccc(-c4ccnn4C)c4ccoc34)cc2)CC1	i	1.4
CC(C)C[C@H]1CN(CCCC[C@@H]2CNC(=O)C(=O)N2CC2CCCCC2)C(=O)C(=O)N1CCC1CCCCC1	i	0.7
CCCNC(=O)C1(C)CCN1C(=O)C1(c2ccccc2)CC1 (stereo not drawn)	i	0.8
CCN(CC)C(=O)C1CCCN(C(=O)c2ccc3nc(-c4cccc(OC)c4)oc3c2)C1 (stereo not drawn)	i	0.5
CCOC(=O)C1CCCN(C(=O)c2cc(F)cc(F)c2)CC1 (stereo not drawn)	i	0.7
C[C@H]1CN([C@@H](C)CO)C(=O)c2cc(C3=CCCC3)cnc2O[C@@H]1CN(C)C(=O)c1ccncc1	i	0.9
COc1ccccc1CCn1cnc(Cc2ccccc2)c1C(C)C	i	2.6
COC(=O)c1cccc(CN2C(=O)C(C)Sc3ccc(C)cc32)c1 (stereo not drawn)	i	0.6
CCCS(=O)(=O)NC(=O)C1(C)CCN(C(=O)c2cccnc2Oc2ccccc2)C1 (stereo not drawn)	i	1.1
Cc1ccc(S(=O)(=O)N2CCCCC2)cc1NC(=O)c1ccco1	i	1.2
O=C(NCc1cccnc1)C1Cc2c(-c3ccc(Cl)cc3)ccnc2O1 (stereo not drawn)	+	2.5*
Cn1c2ccccc2c2ccc3c(c21)C(=O)C=CC3=O	i	0.9
COc1ccc(CN(C)C(=O)/C=C/[C@H]2O[C@@H](n3cnc4c(N)ncnc43)[C@H](O)[C@@H]2O)cc1OC	i	0.2
COc1ccc(-n2c(C)c3c(C)nnc(C)c3c2C)cc1OC	i	1.1
CC(=O)Nc1cc(-c2cccc(C(=O)NCCN(C)C)c2)cn2c(-c3ccccc3)cnc12	i	0.2
Cc1ccccc1C(=O)N(C)[C@H]1C[C@H]2c3[nH]c4ccccc4c3CCN2C[C@H]1[C@H](C)O	i	0.4
COc1ccc(CNC(=O)CCNC(=O)N2CC(=O)Nc3ccccc32)cc1	i	1.1
CC(C)N(Cc1nccn1C)C(=O)C1CCC(=O)N(CCc2ccccc2)C1 (stereo not drawn)	i	1.6
O=C(NNC(=O)c1cc(-c2ccc(Br)cc2)nc2ccccc12)c1csc(N2CCOCC2)n1	i	1.3
CSc1ccc(OC2(C)CCN(Cc3cc4ccccc4o3)C2)cc1 (stereo not drawn)	i	1.0
O=C(C(=NNc1ccccc1)c1ccccc1)c1ccccc1	i	0.4
COc1cccc(-c2ncn(CCc3ccccc3OC)c2C(C)C)c1	i	0.8
C[C@H]1CN([C@@H](C)CO)S(=O)(=O)c2ccc(Br)cc2O[C@@H]1CN(C)Cc1cccc(F)c1	i	0.5
COc1ccc([C@H]2N[C@]3(CCCN(Cc4ccco4)C3=O)[C@H]3C(=O)N(Cc4ccccc4)C(=O)[C@@H]23)cc1	i	1.1
COCCNC(=O)C1CCCN(Cc2cccc(C#N)c2)CC1 (stereo not drawn)	i	1.0

# Some of these compounds in order of SMILES length, rising:
mol	Myeloid diff MLP	Myeloid diff MLP GFP+ MAC1+ %
COCCNC(=O)C1CCCN(Cc2cccc(C#N)c2)CC1 (stereo not drawn)	i	1.0
COc1ccc(-n2c(C)c3c(C)nnc(C)c3c2C)cc1OC	i	1.1
COc1cccc(-c2ncn(CCc3ccccc3OC)c2C(C)C)c1	i	0.8
O=C(NCc1cccnc1)C1Cc2c(-c3ccc(Cl)cc3)ccnc2O1 (stereo not drawn)	+	2.5*
C[C@H]1CN([C@@H](C)CO)S(=O)(=O)c2ccc(Br)cc2O[C@@H]1CN(C)Cc1cccc(F)c1	i	0.5
COc1ccc(CN(C)C(=O)/C=C/[C@H]2O[C@@H](n3cnc4c(N)ncnc43)[C@H](O)[C@@H]2O)cc1OC	i	0.2
COc1ccc([C@H]2N[C@]3(CCCN(Cc4ccco4)C3=O)[C@H]3C(=O)N(Cc4ccccc4)C(=O)[C@@H]23)cc1	i	1.1

# Additional records
mol	Myeloid diff MLP	Myeloid diff MLP GFP+ MAC1+ %
Cc1cccc(CN(C)C[C@@H]2OCc3cnnn3CCCC(=O)N([C@H](C)CO)C[C@H]2C)c1	i	0.6
NCc1csc(Nc2nncc3ccccc23)n1	i	0.9
CN1C(CCl)Nc2cc(Cl)c(S(N)(=O)=O)cc2S1(=O)=O (stereo not drawn)	i	0.6
Cn1c(=O)c2c(nc(C3CC4C5CCC(C5)C4C3)n2C)n(C)c1=O (stereo not drawn)	i	3.1
CCOc1ccccc1NC(=O)C1CCCC1	i	1.1
C[C@@H](c1ccccc1)N1C[C@H](COCc2ccccc2)Oc2cc(N3CCC[C@@H]3CO)ccc2S1(=O)=O	i	0.4
COc1ccc(CNC(=O)C2CCN(S(=O)(=O)N3CCC(C)CC3)CC2)c(OC)c1	i	0.8
Nc1c(Cl)cc2c(c1Br)Cc1ccccc1-2	i	0.6
Cc1ccc(Cc2c(-c3ccc(C)cc3)nc3cc(C)ccn23)cc1	i	0.5
CSc1ccc(CNC(=O)C2CCC(=O)N(CCc3ccc(Cl)cc3)C2)cc1 (stereo not drawn)	i	1.1
O=C(NN=Cc1ccc2c(c1)CCC2)c1cccc([N+](=O)[O-])c1	i	1.2
COc1cccc(CNC(=S)Nc2ccc3c(c2)c(=O)n(C)n3Cc2ccccc2)c1	i	0.9
COc1ccc(CCCNC(=O)C2Cc3c(-c4ccc(NC(C)=O)cc4)ccnc3O2)cc1 (stereo not drawn)	i	1.2
CC(C)N(c1ccccc1)c1ccc(NC(=O)[C@@H]2O[C@H](CO)[C@@H](O)[C@H]2O)cc1	i	1.4
Cc1cc(OCC(=O)OCC(=O)N2CCCCC2)ccc1Cl	i	0.9
CC(=O)Nc1cccc(-c2ccnc3c2CC(C(=O)NCc2cccs2)O3)c1 (stereo not drawn)	u	x
CCCc1cnc(Nc2nc(C(N)Cc3ccc(OC)cc3)cs2)nc1 (stereo not drawn)	i	1.0
O=C(CN1CCOCC1)NN=Cc1ccc([N+](=O)[O-])o1	i	1.6
Oc1ccc2ccccc2c1CN1CCCCC1	i	1.1
CCC(=O)N(C)C[C@H]1Oc2cc(-c3ccccc3F)ccc2S(=O)(=O)N([C@H](C)CO)C[C@H]1C	i	0.4
COc1cccc(CNc2nc3cc(-c4cccc(Cl)c4)sc3c(=O)n2C)c1	i	0.3
CC1(C(=O)NS(=O)(=O)c2ccccc2Cl)CCN1C(=O)C/C=C/c1ccccc1 (stereo not drawn)	i	0.4
Cc1ccc(S(=O)(=O)N2C[C@H]3[C@H]4C(=O)N(c5ccccc5)C(=O)[C@H]4C[C@H](OC(=O)NC4CCCC4)[C@@]3(O)C2)cc1	i	0.3
COc1ccc(-n2nnnc2C(c2ccccc2)N2CCN(C/C=C/c3ccccc3)CC2)cc1 (stereo not drawn)	i	1.2
C[C@@H]1CN([C@@H](C)CO)C(=O)CCCn2nncc2CO[C@@H]1CN(C)C(=O)c1ccncc1	i	0.4
C[C@@]12C(=O)N(CC3CCCO3)CC(=O)N1[C@@H]1c3ccccc3OC[C@@H]1[C@@H]2c1ccccc1 (stereo partly drawn)	i	0.5
CC1(C)N=C(N)N=C(N)N1c1ccc(OCC(=O)N2CCOCC2)c(Cl)c1	+	12.1*
O=C(NC(c1ccc(Cl)cc1)c1cnccn1)C1CCN(CCCOc2ccccc2)CC1 (stereo not drawn)	i	1.6
COc1ccc(NC(=O)C2(C)Cc3c(-c4ccc(C(N)=O)cc4)ccnc3O2)cc1OC (stereo not drawn)	i	1.7
OC(c1ccc(Cl)cc1)c1ncc(-c2ccc(Oc3ccccc3)cc2)[nH]1 (stereo not drawn)	i	0.5
O=C(Nc1ccc2c(c1)OCCO2)C1c2ccccc2OCC(=O)N1Cc1ccco1 (stereo not drawn)	i	0.5
CCOC(=O)[C@]12CCC=C1N(Cc1ccco1)C(=O)[C@H](CC(=O)N1CCSCC1)C2	i	0.6
O=C(OCC1OC(n2ccc(=O)[nH]c2=O)C2OC12)c1ccccc1 (stereo not drawn)	i	1.1
CC1=C(C(=O)N(C)C)CC(CC(=O)NC(c2ccccc2)c2ccccc2)C(=O)N1Cc1ccc(C(C)(C)C)cc1 (stereo not drawn)	i	0.8
C[C@H]1CN([C@@H](C)CO)C(=O)CCCn2nncc2CO[C@@H]1CN(C)S(=O)(=O)c1ccc(-c2ccccc2)cc1	i	1.1
Cc1ccc(OCc2cc(C(=O)N3CCCC(C)C3)no2)cn1 (stereo not drawn)	i	0.4
Cc1cscc1-c1nc(NCC2CC2)nc2ccsc12	i	0.3
CC(=O)c1cccc(-c2csc3ncnc(Sc4nnnn4C)c23)c1	u	x
C#CCN(C[C@@H]1[C@@H](OC(=O)NCc2ccc(OC)c(OC)c2)[C@@H](OC(=O)NCc2ccc(OC)c(OC)c2)CN(C(=O)OC(C)C)N1C(=O)OC(C)C)S(=O)(=O)c1ccc(C)cc1	i	1.9
O=C(O)C1CC2CCC1CC2 (stereo not drawn)	i	6.6
NC(CO)c1csc(NC(=O)Nc2ccccc2Cc2ccccc2)n1 (stereo not drawn)	i	0.6
Cc1ccc(S(=O)(=O)N2CCC(=O)N([C@H](COCc3cccc(C)c3)C(C)C)CC2)cc1	i	1.6
C#CCOCC1CNC(=S)O1 (stereo not drawn)	i	0.4
Cc1ccc(S(=O)(=O)N(C)C[C@@H]2OCCCC[C@H](C)Oc3ccc(NC(=O)Nc4ccc(F)cc4)cc3C(=O)N([C@H](C)CO)C[C@H]2C)cc1	i	1.0
C[C@@H](CO)NC(=O)c1[nH]cnc1C(=O)Nc1cccc(Cl)c1	i	0.5

# Complete entries from above. Values in the order: Myeloid diff MLP | Myeloid diff MLP GFP+ MAC1+ %
# Record of C[C@H]1CN([C@@H](C)CO)C(=O)CCCn2nncc2CO[C@@H]1CN(C)S(=O)(=O)c1ccc(-c2ccccc2)cc1 : i | 1.1
# Record of O=C(OCC1OC(n2ccc(=O)[nH]c2=O)C2OC12)c1ccccc1 (stereo not drawn) : i | 1.1
# Record of O=C(Nc1ccc2c(c1)OCCO2)C1c2ccccc2OCC(=O)N1Cc1ccco1 (stereo not drawn) : i | 0.5

# (cont.)
mol	Myeloid diff MLP	Myeloid diff MLP GFP+ MAC1+ %
CCCCNC(=O)C1(C)CCCCN1C(=O)c1ccno1 (stereo not drawn)	i	1.0
O=C(N[C@H]1CC[C@H](CCNC(=O)C2CC2)O[C@@H]1CO)c1ccccn1	i	1.9
CN(C)c1ccc(NC(=O)Nc2nc(C(N)C3CCCCC3)cs2)cc1 (stereo not drawn)	i	1.5
CC1(C)CC(=O)C=C(c2ccc(COC(=O)c3ccccc3)cc2)C1=O	i	0.5
O=C(O)CN1C(=O)/C(=C\c2ccccc2OCc2ccccc2)SC1=S	i	1.4
CCOC(=O)N1CCN(C(=O)C[C@@H]2C[C@@]3(C(=O)OCC)CCC=C3N(Cc3ccc(Cl)cc3Cl)C2=O)CC1	i	1.0
COc1cccc(C(c2cccc(OC)c2)c2ccccc2C(=O)O)c1	i	1.6
Cc1cn(C2CCCCO2)c(=O)nc1NO (stereo not drawn)	i	1.1
Nc1ccc2c(c1)[nH]c(=O)c1ccccc12	i	1.0
C=CCn1c(Cn2c(-c3cnccn3)nc3ccccc32)nc2ccccc21	i	1.3
Cc1cc(F)ccc1-c1cc(C(=O)NC(C)C)[nH]n1	i	0.2
CCNC(=O)C1(C)CCN(Cc2ccc(-c3ccccc3)cc2)C1 (stereo not drawn)	i	1.1
CC(C)[C@@H]1Cc2[nH]n(C)c(=O)c2[C@H](c2ccc(Cl)cc2)O1	i	0.7
O=S1(=O)CC(N2CCN(CC3CC3)CC2)CN1CCc1ccccc1 (stereo not drawn)	i	1.0
CCCOc1ccc(F)cc1-c1cc(C(=O)Nc2ccc(C(C)C)cc2)[nH]n1	i	0.8
NC(c1ccc(F)c(F)c1)c1nc(-c2ccc3ccccc3c2)cs1 (stereo not drawn)	i	0.5
O=C(NCc1cccnc1)c1cc(C2CCCN(C(=O)c3ccccn3)C2)on1 (stereo not drawn)	i	0.7
COC(=O)[C@]12CCCCC=C1N(Cc1ccccc1)C(=O)[C@H](CC(=O)NCCc1ccccc1OC)C2	i	0.8
Cc1cc(S(=O)(=O)NC[C@H]2O[C@@H](n3ccc(N)nc3=O)[C@H](O)[C@@H]2O)c(C)s1	i	1.8
COc1ccc(Br)c(C(=O)OCC(=O)Nc2cc(C)on2)c1	i	1.1
CC1(Cc2ccc(Cl)c(Cl)c2)C(=O)Nc2c(Cl)ccc(Cl)c21 (stereo not drawn)	i	0.8
Cc1c(P(=O)(c2ccccc2)c2ccccc2)c2ccccc2n1C	i	0.6
COc1ccc(S(=O)(=O)N2CCCCC2c2cc(C(=O)NCc3ccccc3)no2)cc1 (stereo not drawn)	i	0.9
COc1cccc(CN2CC(C(=O)N3CCSCC3)CCC2=O)c1 (stereo not drawn)	i	0.7
COc1ccc(CCC(=O)N2c3ccccc3N=C(c3ccc4c(c3)OCO4)C2C(=O)Nc2ccc(OC)cc2)cc1 (stereo not drawn)	i	3.2
CS(=O)(=O)c1ccc(Nc2nc(C(N)Cc3ccc(C(F)(F)F)cc3)cs2)cc1 (stereo not drawn)	i	2.0
CCOC(=O)CCCCCCCCC(=O)Nc1ccc(-n2[nH]c(=O)cc2C)cc1	i	1.3

# A portion of the library; count on the stated rates, not on these rows.
